HKDC1 inhibitor = inhibitors of human hexokinase HKDC1; inhibition, % at 20 µM; Q2TB90; 0.16% of 340,000 active; recombinant HKDC1, G6PDH/diaphorase resazurin coupled fluorescence; AID 493160;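 active means inhibition above about 35% when tested at 20 µM, limit read from the data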;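 further: plate controls were DMSO wells with enzyme for no effect and DMSO wells lacking enzyme for full effect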
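System: Recombinant HKDC1 hexokinase | Amount: HKDC1 at 5 µg/mL | Reagent: Glucose with 1 mM ATP | Doses: Single 20 µM dose | Incubation: Reaction time 90 min, room temperature, protected from light | Signal: Coupled resazurin fluorescence, excitation 525 nm, emission 613 nm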
mIAP block = blocks mouse intestinal alkaline phosphatase. 0.2% of 330,000 active. inhibition, % at 10 µM. AID 2806. purified mouse IAP, CDP-Star luminescence, 30 min;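 active means inhibition of at least 40% at 10 µM in the primary screen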;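 further: plate controls were DMSO with enzyme for no effect and no enzyme wells for full effect; values of inactives mirror those of a sister screen read the other way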
mIAP act = increases mouse intestinal alkaline phosphatase activity | activation factor at 10 µM | muIAP, CDP-Star luminescence, 30 min; hits give high values; 1 = vehicle-only enzyme signal, 0 = enzyme-free wells | AID 2805 | 0.24% of 330,000 active;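 active means activation factor of at least 2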; further: the source names both 10 and 20 µM as test concentration; values of inactives mirror those of a sister screen read the other way
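Assay system: mouse IAP enzyme; reagent: chemiluminescent substrate CDP-Star; dosing: test compounds delivered from DMSO solution; schedule: 30 min at room temperature; measured by: luminescence from enzymatic CDP-Star hydrolysis; controls: DMSO-only wells and no-enzyme negative control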
PfG6PD inh = PfG6PD (Plasmodium falciparum) enzyme inhibition; inhibition, % at 20 µM; AID 504690; 0.78% of 350,000 active; PfGluPho enzyme, NADPH resazurin-diaphorase fluorescence;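 active means inhibition reaching at least a set limit at 20 µM in the primary screen, cut at about 59% in these data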;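 further: 0% = DMSO wells with substrate and 100% = DMSO wells lacking glucose-6-phosphate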
APOBEC3A inh = inhibitors of human APOBEC3A DNA deaminase | recombinant A3A, FAM/TAMRA ssDNA deamination fluorescence | inhibition, % at 20 µM | 0.41% of 330,000 active;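 active means at least 40% inhibition at 20 µM here, with at most 30% in a related deaminase screen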;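 further: plate controls were A3A with DMSO for no effect and wells lacking A3A enzyme for full effect; some results filed as inactive read as strong as hits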
Target sequence (P31941 whole entry, looked up): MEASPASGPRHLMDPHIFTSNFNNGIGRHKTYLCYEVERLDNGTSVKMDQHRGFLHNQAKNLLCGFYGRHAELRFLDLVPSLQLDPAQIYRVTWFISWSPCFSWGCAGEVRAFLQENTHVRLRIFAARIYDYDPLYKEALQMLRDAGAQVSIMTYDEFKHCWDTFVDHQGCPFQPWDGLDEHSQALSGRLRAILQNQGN
hIAP block = human IAP inhibition; P09923; purified IAP, CDP-Star luminescence, 30 min; inhibition, % at 10 µM; 0.12% of 330,000 active; AID 2544;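 active means inhibition reaching a set limit with compound at 10 µM in the primary screen, cut at about 35% in these data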;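 further: plate controls were DMSO wells with enzyme for no effect and no-enzyme buffer wells for full effect; values of inactives mirror those of a sister screen read the other way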
ATG4B inhibitor = blocks human ATG4B protease cleavage of LC3 substrate; inhibition, % at 8.33 µM; ATG4B cleavage of LC3-PLA2, NBD-HPC fluorescence, 1 h; 0.51% of 340,000 active; Q9Y4P1; in the data active means inhibition above about 40%
Target sequence (Q9Y4P1 whole entry, looked up): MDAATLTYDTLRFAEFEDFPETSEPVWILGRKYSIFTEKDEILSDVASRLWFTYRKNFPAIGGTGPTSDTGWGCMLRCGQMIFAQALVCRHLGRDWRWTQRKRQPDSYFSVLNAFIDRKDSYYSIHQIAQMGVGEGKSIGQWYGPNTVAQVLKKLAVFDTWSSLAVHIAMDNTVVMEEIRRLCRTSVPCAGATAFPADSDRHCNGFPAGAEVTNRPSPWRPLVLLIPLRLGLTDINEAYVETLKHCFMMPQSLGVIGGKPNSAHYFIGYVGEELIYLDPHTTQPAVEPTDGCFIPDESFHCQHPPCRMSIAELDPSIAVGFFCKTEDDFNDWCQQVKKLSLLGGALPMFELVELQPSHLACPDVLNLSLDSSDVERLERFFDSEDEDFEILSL
hIAP activ = human IAP activation | P09923 | purified human IAP, CDP-Star luminescence, 30 min; hits give high values; 1 = vehicle-only enzyme, 0 = enzyme-free background | activation factor at 10 µM | 0.16% of 330,000 active;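 active means activation factor of the enzyme at least 2-fold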; further: the source names both 10 and 20 µM as test concentration; values of inactives mirror those of a sister screen read the other way
* marks the source's active call; other numbers are inactive results.

SMILES	HKDC1 inhibitor	mIAP block	mIAP act	PfG6PD inh	APOBEC3A inh	hIAP block	ATG4B inhibitor	hIAP activ
C[C@@H](C(=O)Nc1ccc2ccccc2c1)[C@@H]1C[C@@]1(C)[C@@H](NC(=O)c1cnccn1)c1ccccc1	2	-6	1.1	6	1	15	-3	0.85
CCOC(=O)N/N=C/c1c(C)c(C(=O)c2ccc(F)cc2)n2ccccc12	-5	-3	1	17	4	13	-1	0.87
Cc1cc(C(=O)CSc2nnc(N)s2)c(C)n1-c1c(C)n(C)n(-c2ccccc2)c1=O	0	-10	1.1	-1	1	-14	-3	1.1
CCOC(=O)C(NC(=O)CC)C(O)c1cccc([N+](=O)[O-])c1 (configuration not stated)	-9	-1	1	-20	-4	9	11	0.91
O=C(Oc1ccc(=O)n(-c2ccccc2)n1)c1ccc(Cl)cc1	1	-4	1	5	3	-14	-6	1.1
C=C(C)CNC(=S)Nc1sc2c(c1C(=O)OCC)CC(C)(C)OC2	-12	15	0.85	42	-2	10	-2	0.9
Cc1cc(C(=O)NCCCN2CCOCC2)n(-c2ccccc2)n1	7	-8	1.1	-16	-1	11	0	0.89
O=C(NCCCN1CCCC1=O)C(=O)NCC1OCCN1S(=O)(=O)c1ccc(Cl)cc1 (configuration not stated)	-5	5	0.95	-5	-6	-16	8	1.2
Cc1cc(NC(=O)CC(CN(C)S(=O)(=O)c2ccccc2)c2ccccc2)no1 (configuration not stated)	0	-10	1.1	15	-5	0	-26	1
CN(C)c1ccc(CNC(=O)CCS(=O)(=O)c2ccc3c(c2)oc(=O)n3C)cc1	-7	1	0.99	1	-5	-18	-2	1.2
CCCCN1C(=O)c2ccc(C(=O)Nc3cccc(C)c3C)cc2C1=O	-6	2	0.98	6	-6	11	-2	0.89
CC(=O)C1=C(C)Nc2ncnn2C1c1ccccc1OCc1ccccc1 (configuration not stated)	-5	2	0.97	-18	-18	-1	4	1
CC(=O)Nc1ccc(S(=O)(=O)NC2(C(F)(F)F)C(=O)Nc3c2c(=O)[nH]c(=O)n3C)cc1 (configuration not stated)	-10	9	0.91	9	-1	19	-6	0.81
CC(C)OC(=O)CSc1nnc(-c2ccncc2)n1N	-1	3	0.97	1	5	3	-5	0.97
COc1cc(C(C)=O)ccc1OCC(=O)Nc1ccccc1N1CCCC1	2	12	0.88	4	-3	-13	-4	1.1
CNC(=O)C1CCC(=O)N1Cc1ccc(C)cc1 (configuration not stated)	-4	5	0.95	-4	0	7	-7	0.93
O=C(c1ccco1)N1CCN=C1SCc1ccccc1F	2	4	0.95	-4	-3	1	2	0.99
O=C(CSc1nnnn1C1CCCC1)Nc1ccc2c(c1)OCCO2	-8	-14	1.1	-8	-1	4	-6	0.96
CCC(=O)N1CCN(c2ccc(NC(=O)c3ccc4c(c3)OCCO4)cc2)CC1	-4	6	0.94	14	-1	13	-27	0.87
COc1ccc(C(=O)NNC(=S)NC(=O)/C=C/c2cccs2)cc1	-18	21	0.79	-37	0	-25	-4	1.3
COCCn1nnnc1C(C(C)C)N1CCN(C(=O)c2ccco2)CC1 (configuration not stated)	-1	-13	1.1	2	-5	-3	-2	1
Cc1ccc(S(=O)(=O)NCC(NCc2ccc(F)cc2)c2ccccc2)cc1 (configuration not stated)	5	1	0.99	17	-6	0	-16	1
COc1ccccc1OCC(=O)Nc1cc2c(cc1C(=O)O)OCCCO2	0	0	1	-14	-4	-1	-5	1
CC(C)(C)OC(=O)NCCCC[C@H](NC(=O)c1nc[nH]c1C(=O)NC1CCN(C(=O)OC(C)(C)C)CC1)C(=O)OC(C)(C)C	10	7	0.93	26	1	-52	-14	1.5
C/C(Cn1nc([N+](=O)[O-])cc1C)=N\NC(=O)c1ccc(O)cc1O	-5	1	0.99	-18	-8	5	3	0.95
COc1ccccc1NC(=S)NCc1cccs1	-12	0	1	-18	-2	8	2	0.92
Cc1cc(C)c(S(=O)(=O)N2CCCC(C(=O)NCc3cccnc3)C2)c(C)c1 (configuration not stated)	-6	2	0.98	-9	2	-25	-1	1.2
Cc1cc(OCC(=O)Nc2nccs2)c2c(C)cc(=O)oc2c1	5	0	1	-4	11	-23	3	1.2
CCN(CC)c1ncnc2scc(C3COc4ccccc4O3)c12 (configuration not stated)	3	2	0.98	-11	1	12	1	0.88
[O-]/[N+](=C\c1ccccc1)c1ccc(Br)cc1	-1	-6	1.1	84*	-2	11	1	0.89
CC(C)(C)OC(=O)NCCCC[C@H](NC(=O)c1nc[nH]c1C(=O)NC(c1ccccc1)c1ccccc1)C(=O)OC(C)(C)C	2	0	1	9	0	-35	-9	1.4
Cn1c(=O)c2c(SCC(=O)NCC3CCCO3)nc(-c3ccccc3Cl)nc2n(C)c1=O (configuration not stated)	-3	9	0.91	1	-4	-5	-3	1.1
CCn1c(O)c(C2=c3ccccc3=NC2=O)c2cc(Br)ccc21	-2	13	0.87	36	-1	13	2	0.87
CC(=O)Nc1ccccc1OCc1cnc(Cl)s1	-4	-5	1	9	0	-14	0	1.1
O=C1CCCC2(O)C1C(c1cccc(Br)c1)NC(=O)N2Cc1ccccc1 (configuration not stated)	-2	-12	1.1	8	2	-4	4	1
Clc1ccccc1/C=C/c1ccnc2ccccc12	0	5	0.95	11	1	11	-5	0.89
CCc1cccc(NC(=O)NC2CCCCC2)c1	5	-39	1.4	13	-1	-18	2	1.2
COCCCn1c(O)c(/C=C2\N=C(C#N)C(=Nc3ccc(C)cc3)O2)sc1=S	0	24	0.76	-8	-3	-7	0	1.1
Cc1cc(C)cc(NC(=S)Nc2cccc3ccccc23)c1	7	-13	1.1	32	-1	-14	4	1.1
O=C(NCCOc1ccccc1)C1=CC=CN2CCS(=O)(=O)N=C12	-9	16	0.84	9	3	1	-10	0.99
O=C(Cn1nnc2ccccc2c1=O)Nc1ccc2c(c1)CCC2	-3	0	1	-14	-5	-3	4	1
COc1ccc(C(=O)NCC(=O)N2CCC(Cc3ccccc3)CC2)cc1OC	0	4	0.95	-10	-2	0	-5	1
CC(C)Cc1cc(C(=O)Nc2cccnc2)no1	-5	4	0.96	-1	0	-16	-6	1.2
O=C(Nc1ccc(-c2nc3c(ccc4ccccc43)o2)cc1)c1ccco1	-5	4	0.95	-12	2	9	-2	0.91
CCOC(=O)C(=N/O)/C(C)=N/NC(=O)C(=O)Nc1ccc(Cl)cc1	-8	6	0.94	-19	1	-3	-7	1
C#CCOCCOCCOCCNc1nc(N2CCN(C(=O)CCCCCCCCCCNC(=O)[C@@H](CCC(=O)O)n3cc(CCCCCN)nn3)CC2)nc(N2CCN(C(=O)CCCCCCCCCCNC(=O)[C@H]([C@@H](C)CC)n3cc(CCCCCN)nn3)CC2)n1	-2	-120	2.2*	8	3	-2	-3	1
CCCCn1c(SCC(=O)NCCc2ccc(OC)c(OC)c2)nc2c1c(=O)n(C)c(=O)n2C	-2	-1	1	-14	4	-2	-8	1
COc1ccc(N(C(=O)CNC(=O)c2ccco2)C(C(=O)NCC2CCCO2)c2ccccc2)cc1OC (configuration not stated)	-6	-1	1	-1	-1	22	-2	0.79
COc1ccccc1-c1nc(N)n[nH]1	-2	-7	1.1	5	9	8	-1	0.92
O=C(CSc1ccc([N+](=O)[O-])cn1)Nc1ccc2[nH]c(=O)[nH]c2c1	-2	9	0.91	5	-1	6	-12	0.94
COc1ccc(C(=O)Nc2ccc3c(c2)nc(CN2CCN(C(C)=O)CC2)n3C)cc1	3	6	0.94	-4	-5	-16	1	1.2
COc1ccc(N(C(=O)C2CCCCC2)S(=O)(=O)c2cccc3cccnc23)cc1	-2	0	1	14	-4	-11	-5	1.1
Cc1ccccc1-n1nnnc1Sc1nnnn1-c1ccccc1	26	-1	1	16	1	-8	0	1.1
C/C(=N\O)C1(C)N(O)C(C)(C)C(c2ccc(F)cc2)=[N+]1[O-] (configuration not stated)	-9	-3	1	-12	3	-6	-4	1.1
Cc1sc2ncnc(N3CCC(C(=O)Nc4ccc(Cl)c(Cl)c4)CC3)c2c1C	2	-60	1.6	9	-4	-10	-9	1.1
COc1ccc(NC(=O)CN2CCN(CC(=O)Nc3ccc(F)cc3)CC2)c(OC)c1	-3	-3	1	-7	1	14	-3	0.86
CCNc1ccc(C(=O)OCC)cc1NC(=O)c1cccc(N(C)C)c1	5	-8	1.1	-2	-5	-19	-5	1.2
Cc1cc(N2CCN(Cc3nc(-c4ccc(F)cc4)oc3C)CC2)cc(C)n1	-3	4	0.96	-13	0	-8	16	1.1
O=S(=O)(Nc1cccc(-c2ccc(N3CCCCCC3)nn2)c1)c1ccc(C(F)(F)F)cc1	5	1	0.99	-26	-1	-2	10	1
CCn1c(SCC(=O)NCC2CCCO2)nnc1-c1c[nH]c2ccccc12 (configuration not stated)	3	6	0.94	1	2	6	4	0.94

3 entries drawn at random from those above:
SMILES	HKDC1 inhibitor	mIAP block	mIAP act	PfG6PD inh	APOBEC3A inh	hIAP block	ATG4B inhibitor	hIAP activ
Cc1cc(N2CCN(Cc3nc(-c4ccc(F)cc4)oc3C)CC2)cc(C)n1	-3	4	0.96	-13	0	-8	16	1.1
COc1ccc(N(C(=O)CNC(=O)c2ccco2)C(C(=O)NCC2CCCO2)c2ccccc2)cc1OC (configuration not stated)	-6	-1	1	-1	-1	22	-2	0.79
COc1ccc(N(C(=O)C2CCCCC2)S(=O)(=O)c2cccc3cccnc23)cc1	-2	0	1	14	-4	-11	-5	1.1

Additional records follow:
SMILES	HKDC1 inhibitor	mIAP block	mIAP act	PfG6PD inh	APOBEC3A inh	hIAP block	ATG4B inhibitor	hIAP activ
COCCNc1nnc(Cc2ccc(OC)c(OC)c2)c(=O)[nH]1	-3	2	0.98	-14	-6	6	1	0.94
CCOC(=O)N1CCN(S(=O)(=O)N2CCCC(C(=O)NCCc3ccc(C)cc3)C2)CC1 (configuration not stated)	-3	-11	1.1	3	-3	-4	2	1
CCOC(=O)c1c(NC(=O)CN2CCCc3ccccc32)sc(C)c1C	0	0	1	12	0	9	0	0.91
COc1cc(CC(=O)OCC(=O)Nc2ccc3c(c2)OCCO3)cc(OC)c1OC	-4	4	0.96	38	-3	4	4	0.96
O=C(CCC(=O)N1CCOc2ccccc21)N1CCCCC1	-5	0	1	0	-3	-10	-9	1.1
CCc1cc(=O)oc2cc(C)cc(OC(C)C(=O)NCC(O)c3ccccc3)c12 (configuration not stated)	-6	4	0.96	5	-2	8	-8	0.92
COc1ccc(C(=O)O)nc1C	-5	-5	1	7	-3	-16	-5	1.2
O=[N+]([O-])c1ccc(OCCn2cncn2)cc1	-6	-1	1	14	4	4	-6	0.96
CC1CCCCC1NC(=O)CCS(=O)(=O)c1ccc2c(c1)NC(=O)CS2 (configuration not stated)	-4	6	0.94	13	-2	0	-2	1
COCCn1c(C)cc(/C=C2/SC(=O)N(CC(=O)N3CCCC3)C2=O)c1C	0	8	0.92	23	-3	-5	-6	1
O=C(CCc1[nH]c2ccccc2c1Sc1ccccc1)N(CCO)CCO	-6	3	0.97	23	1	6	0	0.94
Cc1ccc(C)c(S(=O)(=O)Nc2cc3c4c(c2)CC(=O)N4CCC3)c1	-2	0	1	-13	-1	0	1	1

3 entries already listed, ordered by length of the SMILES, rising.
SMILES	HKDC1 inhibitor	mIAP block	mIAP act	PfG6PD inh	APOBEC3A inh	hIAP block	ATG4B inhibitor	hIAP activ
COc1ccc(C(=O)O)nc1C	-5	-5	1	7	-3	-16	-5	1.2
O=C(CCc1[nH]c2ccccc2c1Sc1ccccc1)N(CCO)CCO	-6	3	0.97	23	1	6	0	0.94
CCc1cc(=O)oc2cc(C)cc(OC(C)C(=O)NCC(O)c3ccccc3)c12 (configuration not stated)	-6	4	0.96	5	-2	8	-8	0.92

Screens (PubChem BioAssay)
